GALK inh – inhibitors of human galactokinase. P51570. Purified GALK, Kinase-Glo residual ATP luminescence. AID 1868. Potency, µM (doses to about 57.5 µM), inactives show at the highest dose activity change, negative = inhibition, usual class: inhibitors. 0.007% of 270,000 active; note: potency is the fitted concentration of half-maximal effect; % is set by controls: 0 for no effect and ±100 for the full control effect
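Kinase-Glo Plus luminescence measured ATP left after a 1 h room-temperature reaction. The reaction used 5 nM GALK, 100 uM galactose and 35 uM ATP at pH 8.0 (20 mM HEPES, 5 mM MgCl2, 60 mM NaCl, 1 mM DTT, 0.01% BSA).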
Integrin act MD – activates integrin-mediated alleviation for muscular dystrophy; alpha7betagal myoblasts, beta-gal FDG fluorescence, 48 h; Potency, µM (highest dose often 38.3 µM), without a hit: at the top dose activation, hits mostly activators; 0.064% of 350,000 active; AID 624291;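 note: potency is the fitted concentration of half-maximal effect; 100% = response of the positive control SU9516; nearly all actives have a fitted effect of over 60% in size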
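Alpha7betagal+/- myoblasts (passage 13) were plated 16-24 hr, then exposed to compounds (1:260 dilution of DMSO stock) for 48 hours at 37C. After MPER lysis, β-galactosidase reporter activity was read as FDG fluorescence (ex 480/em 540) after 30 minutes.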
MBNL1-CUG inh – MBNL1-poly(CUG) RNA binding inhibition; Potency, µM (doses to about 57.5 µM), for the others: at the top dose activity change, negative = inhibition, usual class: inhibitors; AID 2675; Q9NR56; TR-FRET MBNL1-His/biotin-(CUG)12 binding, 665/545 ratio; 0.036% of 280,000 active; active = well fitted inhibition curve with a large enough effect in the signal ratio, with a control signal flat, not every such curve was filed as active; inconclusive = small, poorly fitted or top-dose-only effect, or effect the other way, or a change in a side signal; inactive = no such curve, though single readings can be large or run the other way; the % refers to the signal ratio; note: potency is the fitted concentration of half-maximal effect; % is set by controls: 0 for no effect and ±100 for the full control effect
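Compound titration spanned 92 nM–58 uM against the MBNL1-His/biotin-(CUG)12 complex. After 60 min at room temperature with 5 nM streptavidin-XL665 and 0.055 ng/ul terbium anti-His, ratiometric 665/545 nm emission (Ex 340 nm) normalized to controls.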
KCNH2 3.1 block – blocks the human KCNH2 3.1 channel isoform | U2OS KCNH2 3.1, thallium flux FluxOr; active compounds read low | 0.95% of 340,000 active | activity change, % (tested at about 1.8 µM) | AID 720553;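 active = maximum activity change below -70%; inconclusive = maximum activity change from -70% to -50%; inactive = maximum activity change above -50%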;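 note: thallium influx rate constant from kinetic fluorescence after stimulation buffer; % is set by controls: 0 for no effect and ±100 for the full control effect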
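Thallium flux read-out: FluxOr dye with Red40 quencher in HBSS/HEPES, 45 min at RT. Rate constants from kinetic reads were normalized to positive and negative DMSO controls. Cells: U2OS virally expressing the 3.1 isoform.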
KCNH2 WT inh – blocks the wildtype human KCNH2 potassium channel; 0.37% of 340,000 active; U2OS, BacMam KCNH2, thallium flux FluxOr; active compounds read low; activity change, % at 1.84 µM; Q12809; AID 720551;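 active = maximum activity change below -70%; inconclusive = maximum activity change between -70% and -50%; inactive = maximum activity change above -50%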; note: % is set by controls: 0 for no effect and ±100 for the full control effect
Target sequence (Q12809 whole entry, looked up): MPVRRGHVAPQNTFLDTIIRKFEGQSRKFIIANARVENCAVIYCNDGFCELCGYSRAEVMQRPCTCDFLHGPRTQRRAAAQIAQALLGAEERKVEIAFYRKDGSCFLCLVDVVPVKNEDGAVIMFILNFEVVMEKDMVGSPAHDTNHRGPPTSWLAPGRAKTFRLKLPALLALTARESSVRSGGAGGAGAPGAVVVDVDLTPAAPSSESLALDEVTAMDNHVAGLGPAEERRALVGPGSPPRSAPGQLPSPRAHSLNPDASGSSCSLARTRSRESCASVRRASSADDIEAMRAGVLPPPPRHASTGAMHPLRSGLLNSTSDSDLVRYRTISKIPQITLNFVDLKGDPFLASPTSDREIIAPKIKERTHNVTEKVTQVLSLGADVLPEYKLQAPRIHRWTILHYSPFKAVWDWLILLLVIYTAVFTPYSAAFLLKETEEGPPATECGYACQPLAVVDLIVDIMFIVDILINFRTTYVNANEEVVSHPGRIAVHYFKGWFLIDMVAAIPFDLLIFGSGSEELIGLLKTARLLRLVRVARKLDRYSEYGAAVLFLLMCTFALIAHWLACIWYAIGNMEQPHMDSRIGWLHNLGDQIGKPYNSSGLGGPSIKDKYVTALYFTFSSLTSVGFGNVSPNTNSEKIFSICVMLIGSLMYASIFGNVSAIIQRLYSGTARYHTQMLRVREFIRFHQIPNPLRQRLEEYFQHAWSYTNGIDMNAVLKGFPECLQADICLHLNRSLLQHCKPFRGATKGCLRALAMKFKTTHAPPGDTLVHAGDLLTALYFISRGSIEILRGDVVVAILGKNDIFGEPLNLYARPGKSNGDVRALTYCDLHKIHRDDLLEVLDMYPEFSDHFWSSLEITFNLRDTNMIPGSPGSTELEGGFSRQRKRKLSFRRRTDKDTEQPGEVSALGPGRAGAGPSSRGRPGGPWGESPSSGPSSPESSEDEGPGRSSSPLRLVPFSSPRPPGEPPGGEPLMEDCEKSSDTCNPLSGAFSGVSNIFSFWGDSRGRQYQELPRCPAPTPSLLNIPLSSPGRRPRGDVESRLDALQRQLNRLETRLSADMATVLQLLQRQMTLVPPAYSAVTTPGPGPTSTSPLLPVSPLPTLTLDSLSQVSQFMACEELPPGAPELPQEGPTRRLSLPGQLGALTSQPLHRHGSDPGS
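U2OS cells were transduced with wild-type KCNH2 virus (2.03 x 10^8 / mL) for 4 h at room temperature, then cultured overnight at 37 C. Thallium flux was read with FluxOr dye. Rate constants were normalized to DMSO controls.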
FBPA coupling cs – counter-screen for Giardia aldolase inhibitors: coupling enzyme system; activity change, negative = inhibition, % at 58.2 µM, hits read low; 0.67% of 290,000 active; coupling enzyme system counterscreen, AmpLite Red fluorescence; in the data active = activity change below about -30%; note: % is set by controls: 0 for no effect and ±100 for the full control effect
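Fluorescence at 525 nm excitation and 598 nm emission measured inhibition of the coupled detection system without aldolase. Compounds (at 57.5 uM final) were preincubated 10 min at room temperature with coupling enzyme reagent before a 20 min substrate/AmpLite Red step.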
ASM inhibitor – inhibitors of human secretory acid sphingomyelinase. P17405. placental ASM, HMU-PC fluorogenic substrate, 60 min. Potency, µM (series often up to 57.5 µM), without a hit: at the highest dose activity change, negative = inhibition, usual class: inhibitors. 0.006% of 340,000 active. AID 504937; note: potency is the fitted concentration of half-maximal effect
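Fluorogenic HMU-PC substrate (9 uM final) is turned over by placental ASM in 60 min at 37 C after a 10 min compound preincubation. Reaction ended by alkaline stop (pH 10), with fluorescence read at 386/447 nm.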
TRPV1 ag – agonists of human vanilloid receptor 1 (TRPV1). 0.19% of 320,000 active. activation, % at 8.33 µM. AID 540275. Q8NER1. TRPV1-expressing cells, Fluo-8 calcium influx, agonist mode; in the data active = activation above about 80%; inconclusive = between about 30% and that limit; note: 0% is about no effect
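Cells expressing TRPV1 were dye-loaded with Fluo-8 and read kinetically: 10 s baseline, 3 min after compound (agonist portion), then 2 min after EC20 capsaicin (allosteric enhancer portion). Calcium-bound dye fluorescence at 480/520 nm.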
A-T KAP1 phos – potential ataxia-telangiectasia treatment; […] A-T fibroblasts, KAP-1 phosphorylation AlphaLISA; neocarzinostatin DNA damage 30 min before lysis; Potency, µM (series often up to 57.5 µM), without a hit: at the highest dose activation, usual class: activators; 0.19% of 320,000 active; note: potency is the fitted concentration of half-maximal effect; % of control where 0% means no effect; nearly all actives have a fitted effect of over 45% in size
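ATM-like activity read as KAP-1 phosphorylation via AlphaLISA donor/acceptor antibody pairs after lysis and 6 hr at 25C. Cells were ATM-null patient fibroblasts ([…], hTERT), dosed 60 min, then exposed to the DSB inducer NCS for 30 min.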
MLL CXXC-DNA inh – blocks binding of human MLL CXXC domain to DNA; Q03164; MLL-CXXC / FITC-HOXA9 DNA fluorescence polarization; Potency, µM (titrated, usually from 115 µM), for the others: top-dose activity change, negative = inhibition, most hits filed as inhibitors; 0.037% of 290,000 active; active = well fitted inhibition curve with a large enough effect in the polarisation, with a control signal flat, not every such curve was filed as active; inconclusive = small, poorly fitted or top-dose-only effect, or effect the other way, or a change in a side signal; inactive = no such curve, though single readings can be large or run the other way; the % refers to the polarisation; note: potency is the fitted concentration of half-maximal effect
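Purified MLL-CXXC (added from a 7 uM solution) was preincubated 5 min at ambient with pinned compounds in 50 mM Tris-HCl pH 7.5, 50 mM NaCl, 1 mM DTT, 0.05% BSA. Fluorescein-labeled HOX-A9 DNA (50 nM solution) followed, 30 min, then polarization read.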
* = called active by the depositor; ? = inconclusive; . = no result given. Unless noted, calls come from the whole dose curve; as a rule, active = well fitted curve in the direction sought with a large enough effect; inconclusive = small, poorly fitted or top-dose-only effect, or another doubt; inactive = no such curve, though single readings can be large; an effect the other way counts as inactive or inconclusive.

The first two records, to show the layout:
SMILES	GALK inh	Integrin act MD	MBNL1-CUG inh	KCNH2 3.1 block	KCNH2 WT inh	FBPA coupling cs	ASM inhibitor	TRPV1 ag	A-T KAP1 phos	MLL CXXC-DNA inh
Cc1ccc(CN(CC(=O)NC2CCCC2)C(=O)CSc2nnc(COc3ccccc3)o2)cc1	0%	9%	-6%	7	2	2	3%	-4	3%	-2%
O=C1CCN(Cc2ccc([N+](=O)[O-])cc2)CCN1CCO	.	4%	?	3	-6	3	-2%	3	-10%	8%

Main list, repeating the preview:
SMILES	GALK inh	Integrin act MD	MBNL1-CUG inh	KCNH2 3.1 block	KCNH2 WT inh	FBPA coupling cs	ASM inhibitor	TRPV1 ag	A-T KAP1 phos	MLL CXXC-DNA inh
Cc1ccc(CN(CC(=O)NC2CCCC2)C(=O)CSc2nnc(COc3ccccc3)o2)cc1	0%	9%	-6%	7	2	2	3%	-4	3%	-2%
O=C1CCN(Cc2ccc([N+](=O)[O-])cc2)CCN1CCO	.	4%	?	3	-6	3	-2%	3	-10%	8%
O=C(NCC1CCCO1)C(c1ccc(F)cc1)N(CC1CCCO1)C(=O)c1ccc(-c2ccccc2)[nH]1 (stereo not given)	5%	7%	3%	7	-2	1	-2%	22	-3%	-8%
COc1ccc(-c2cc(=O)oc3c(C)c(OC(C)C(C)=O)ccc23)cc1 (stereo not given)	.	-16%	?	-4	4	-3	-13%	?	20%	10%
CCCc1nnc(NC(=O)COc2ccc3c(c2)OCO3)s1	-1%	-11%	-3%	7	-4	-2	0%	2	2%	-8%
O=C(Nc1ccc(N2C(=O)C3C4C=CC(C4)C3C2=O)cc1)Nc1nncs1 (stereo not given)	1%	26%	?	11	3	1	-6%	-2	6%	-3%
Cc1cc(NS(=O)(=O)c2ccc(NC(=O)c3ccco3)cc2)no1	-2%	-6%	-5%	-9	-2	5	0%	-1	-4%	5%
Cc1ccc(S(=O)(=O)N(C)CC(=O)OCC(=O)c2c(N)n(C)c(=O)n(C)c2=O)cc1	0%	40%	-10%	22	1	2	1%	0	6%	0%
CN1CCC(OC(=O)C23CCC(C)(C(=O)O2)C3(C)C)CC1 (stereo not given)	-1%	-10%	-8%	3	6	5	-1%	-1	-4%	2%
CN(CCC1CCCCO1)C(=O)CCc1nnc(C2CCCCC2)o1 (stereo not given)	10%	-3%	-15%	-14	13	1	2%	1	2%	-6%
Cc1cc(C)c(S(=O)(=O)c2ccccc2C)c(OCC(C)(C)C)n1	-2%	-5%	-11%	-6	-9	1	-8%	15	8%	2%
O=C(CCNC(=O)c1ccco1)Nc1ccccc1N1CCOCC1	0%	21%	-5%	-15	-3	2	5%	-3	-2%	4%
COCCSc1ccccc1C(=O)N1CCCC1	1%	-1%	-2%	11	-9	3	6%	-6	6%	2%
CCCCN(CCCC)CC(O)CN1C(=O)NC(C)(C)C1=O (stereo not given)	-5%	-4%	-2%	-3	-3	1	0%	-1	1%	2%
Cc1cc(N/C(=N\S(=O)(=O)c2ccc(Cl)cc2)c2ccc(F)cc2)no1	-3%	16%	2%	0	-2	2	-1%	1	-8%	-2%
CCN(C(=O)COC(=O)C1CCN(S(=O)(=O)c2cccs2)CC1)c1ccccc1	4%	1%	-5%	-6	10	6	-1%	-1	0%	2%
CC(CCc1ccccc1)C(=O)NO (stereo not given)	1%	-8%	-1%	2	-5	1	-10%	6	5%	16%
COC(=O)c1cn(NC(=O)Cn2nc([N+](=O)[O-])c(Cl)c2C)c(=O)c2ccccc12	5%	-1%	-6%	6	-8	4	3%	-4	-14%	-11%
CCOc1ccc(CNC(=O)C(=O)c2cn(CC(=O)N3CCOCC3)c3ccccc23)cc1OC	-7%	9%	?	.	-4	.	-2%	2	-1%	2%
O=C(O)CCCNc1ccc(S(=O)(=O)Nc2ccccc2C(=O)O)cc1C(=O)O	-1%	17%	-7%	-5	-24	10	8%	-3	-3%	-8%
O=C(NNC(=O)c1ccc2c(=O)n3c(nc2c1)CCC3)c1ccc(F)cc1	.	10%	.	1	3	.	0%	-4	10%	.
Oc1ccc2ccccc2c1C1Nc2cccc3cccc(c23)N1	-2%	-38%	13%	7	2	-10	-16%	0	-3%	9%
CC1=C(C(=O)NCCN2CCN(C)CC2)C2(CCC(C)CC2)OC1=O (stereo not given)	0%	15%	-8%	-7	-12	.	4%	0	-1%	-7%
Cn1[nH]c(C(F)(F)F)cc1=O	1%	-14%	-2%	2	0	-1	5%	2	0%	10%
O=C(CCc1nnc(C2(c3ccc(Cl)cc3)CCC2)o1)N1CCCC(O)C1 (stereo not given)	1%	-9%	-1%	-4	-8	0	4%	2	3%	0%
CCCCCc1nnc(NC(=O)CS(=O)(=O)Cc2ccccc2)s1	-3%	-15%	6%	-8	-2	7	-1%	2	.	-8%
Cc1ccc(C(C)NC(=O)CSc2ccc(S(=O)(=O)N3CCOCC3)cn2)cc1C (stereo not given)	.	5%	.	-13	-2	.	0%	17	4%	.
CC1(C)CC(NC(=O)C(Cl)(Cl)Cl)CC(C)(C)N1	1%	3%	-5%	11	-6	3	3%	-1	6%	2%
COCCCNS(=O)(=O)c1ccc(SC)cc1	1%	8%	-10%	5	1	0	-1%	-3	1%	10%
O=C(O)CSC1c2ccccc2C(=O)N1c1ccccc1 (stereo not given)	-1%	19%	9%	-6	1	4	5%	1	6%	-4%
CCC(CC)C(=O)Nc1ccc(C(=O)Nc2cc(C)on2)cc1	5%	-23%	0%	-3	0	-1	9%	9	-1%	3%
O=C(CNC(=O)c1ccccc1F)OCC(=O)c1c[nH]c2ccccc12	.	-6%	.	-4	7	.	1%	.	14%	.
O=C(NCCN1CCOCC1)C(=O)NCC1OCCN1S(=O)(=O)c1cc(F)ccc1F (stereo not given)	1%	9%	1%	3	-11	1	5%	4	0%	?
CCc1ccccc1NC(=O)CNC(=O)c1n[nH]c(=O)c2ccccc12	.	12%	.	4	2	.	4%	0	-3%	.
NC(=O)c1ccsc1NC(=O)c1coc2ccccc2c1=O	10%	13%	-6%	7	-17	1	-1%	-1	0%	5%
CCCCSC1=C(C#N)C(c2ccccc2C)C(C(=O)OCC)C(=O)N1 (stereo not given)	-1%	-27%	3%	4	-12	-2	-1%	-13	4%	-4%
O=C(CCCNS(=O)(=O)c1ccccc1)NCc1ccco1	-1%	-6%	-5%	11	-16	8	-15%	-2	0%	-3%
C=CCN1C(=O)C(CC(=O)O)SC1=Nc1c(C)n(C)n(-c2ccccc2)c1=O (stereo not given)	2%	-16%	-12%	-33	-1	4	1%	-5	.	10%
OCC1(CCOc2ccccc2)CCN(Cc2ccccc2OC(F)F)CC1	0%	-38%	-17%	-99*	5	2	2%	3	7%	-1%
Cc1ccc(CONS(=O)(=O)c2cc(C)ccc2C)cc1	.	0%	.	-1	-2	.	-7%	15	34%	.
COC(=O)c1[nH]c2ccc(C)cc2c1NC(=O)CCN1CCN(C2CCCCC2)CC1	1%	.	0%	.	.	3	.	-1	0%	7%
CCCNc1c(N)c(=O)oc2ccccc12	0%	-23%	12%	-7	13	0	3%	1	-1%	11%
Cc1ccc(-c2ccc(/C=N\NC(=O)c3cc4c(ccc5ccccc54)o3)o2)cc1[N+](=O)[O-]	3%	6%	5%	-19	-2	1	-2%	-1	3%	3%
C/C(=N\Nc1c([N+](=O)[O-])c(C)nn1C)c1ccc(F)cc1F	4%	7%	8%	3	4	2	-4%	8	5%	7%
O=C(NCc1ccc(F)cc1)C1CCN(S(=O)(=O)c2ccc(Br)s2)CC1	-1%	-38%	0%	8	0	3	-1%	?	9%	1%
CSCCNC(=O)c1ccc(C(C)(C)C)cc1	0%	-1%	-1%	0	4	0	-3%	?	5%	-10%
COc1ccccc1N1C(=O)C(Cl)=C(Nc2ccccc2O)C1=O	-2%	-10%	?	16	6	-3	-1%	5	-2%	-1%
O=C(NCCCN1CCOCC1)/C(=C/c1ccc(F)cc1)NC(=O)c1ccccc1	-2%	-12%	0%	-41	-10	1	-1%	3	1%	2%
CCC(C)NC(=O)c1cc(CC(C)C)on1 (stereo not given)	0%	-4%	-1%	-9	-18	-2	4%	3	-1%	3%
CCOc1ccc(N(C(=O)c2cnccn2)C(C(=O)NC2CCCCC2)c2ccc(O)cc2)cc1 (stereo not given)	2%	10%	-9%	-7	-2	6	-1%	-1	1%	8%
CCN(CC)S(=O)(=O)c1ccc(OC)c(NC(=S)Nc2cc(C)ccc2C)c1	0%	.	.	.	.	6	.	-2	-11%	0%
COc1ccc(NC(=O)/C(=C/c2cccnc2)NC(=O)c2cccs2)cc1	-1%	15%	-1%	-4	3	0	-1%	2	9%	12%
COc1ccc2oc3cc(C)[n+]([O-])c(-c4ccc(Br)cc4)c3c2c1	-1%	-7%	?	-6	22	6	-3%	26	-10%	6%

Bioassay records as filed in PubChem BioAssay.

An unsorted share of the library, and some 2% of all compounds hit somewhere here.
